# hERG WT inh: qHTS for Inhibitors of KCHN2 3.1: Wildtype qHTS; Voltage-gated inwardly rectifying potassium channel KCNH2 (Homo sapiens), Q12809; U2OS, BacMam KCNH2, thallium flux FluxOr; hits give low values; activity change, % at 1.84 µM; 0.37% of 340,000 active; AID 720551, 2013;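 active = maximum activity change below -70%; inconclusive = maximum activity change between -70% and -50%; inactive = maximum activity change above -50%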; also: % is scaled to controls: 0 for no effect and ±100 for the full control effect
#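 U2OS cells were transduced with wild-type KCNH2 virus (2.03 x 10^8 / mL) for 4 h at room temperature, then cultured overnight at 37 C. Thallium flux was read with FluxOr dye. Rate constants were normalized to DMSO controls.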
# CXXC DNA block: qHTS Fluorescence Polarization Assay for Inhibitors of MLL CXXC domain - DNA interaction; AID 2662, 2010; MLL-CXXC / FITC-HOXA9 DNA fluorescence polarization; 0.037% of 290,000 active; Potency, µM (titrated, usually from 115 µM), inactives show at the top dose activity change, negative = inhibition, actives largely listed as inhibitors; Histone-lysine N-methyltransferase 2A (Homo sapiens), Q03164; active = well fitted inhibition curve with a large enough effect in the polarisation, with a control signal flat, not every such curve was filed as active; inconclusive = small, poorly fitted or top-dose-only effect, or effect the other way, or a change in a side signal; inactive = no such curve, though single readings can be large or run the other way; the % refers to the polarisation; also: potency is read from the fitted curve at half-maximal effect
#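 Purified MLL-CXXC (added from a 7 uM solution) was preincubated 5 min at ambient with pinned compounds in 50 mM Tris-HCl pH 7.5, 50 mM NaCl, 1 mM DTT, 0.05% BSA. Fluorescein-labeled HOX-A9 DNA (50 nM solution) followed, 30 min, then polarization read.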
# A-T KAP1 phos: qHTS Assay for Identifying a Potential Treatment of Ataxia-Telangiectasia; […] A-T fibroblasts, KAP-1 phosphorylation AlphaLISA; neocarzinostatin DNA damage 30 min before lysis; Potency, µM (series often up to 57.5 µM), for the others: at the highest dose activation, hits mostly activators; 0.19% of 320,000 active; also: potency is read from the fitted curve at half-maximal effect; % of control where 0% means no effect; nearly all actives have a fitted effect of over 45% in size
#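 ATM-like activity read as KAP-1 phosphorylation via AlphaLISA donor/acceptor antibody pairs after lysis and 6 hr at 25C. Cells were ATM-null patient fibroblasts ([…], hTERT), dosed 60 min, then exposed to the DSB inducer NCS for 30 min.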
# FBPA coupling cs: qHTS Assay for Inhibitors of Fructose-1,6-bisphosphate Aldolase from Giardia Lamblia: Coupling assay counterscreen | coupling enzyme system counterscreen, AmpLite Red fluorescence | activity change, negative = inhibition, % at 58.2 µM, hits read low | 0.67% of 290,000 active; in the data active = activity change below about -30%; also: % is scaled to controls: 0 for no effect and ±100 for the full control effect
#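 Coupling enzymes only (glyceraldehyde-3-phosphate) + compound, at 57.5 uM final, 10 min RT; add substrate/coupling/AmpLite Red mix, 20 min RT; fluorescence ex 525/em 598 nm. Actives flag coupling-system interference.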
# Giardia killer: Small Molecules that selectively kill Giardia lamblia: qHTS; Giardia lamblia trophozoite viability; activity change, % at 7.66 µM, hits read low; 0.15% of 340,000 active; in the data active = activity change below about -80%; inconclusive = between about -30% and that limit;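 also: parasites exposed to compound for two days anaerobically before the ATP read; % is scaled to controls: 0 for no effect and ±100 for the full control effect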
#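 Trophozoite viability was measured as ATP-dependent luminescence, read 15-30 min after reagent addition. Before that, parasites at 100 cells/well were exposed to compounds for 48 h, anaerobically, at 37 deg C.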
# BCR signal inh: qHTS Assay to Find Inhibitors of Chronic Active B-Cell Receptor Signaling; AID 493014, 2011; ABC-DLBCL IkBa-CBG/CBR reporter, luminescence ratio, 4 h; 0.05% of 340,000 active; Potency, µM (top dose mostly 46.1 µM), without a hit: at the highest dose ratio change, negative = lower green/red ratio, actives largely listed as inhibitors; active = well fitted inhibition curve with a large enough effect in the signal ratio, with a control signal flat, not every such curve was filed as active; inconclusive = small, poorly fitted or top-dose-only effect, or effect the other way, or a change in a side signal; the % refers to the signal ratio;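 also: potency is read from the fitted curve at half-maximal effect; plate controls were basal doxycycline-induced cells for no effect and cells given 10 µM MG132 for full effect; MG132 reads +100%, hits lower the ratio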
#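 Concentration-response series (up to 46 uM) were applied to TMD8 dual-reporter cells for 4 h at 37C with doxycycline. Green/red ratio, after filter-overlap correction, defined %Activity; red signal alone was normalised to basal cells and zero luminescence.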
# TCR act: Activators of T cell receptors: qHTS campaign | primary human leukocytes, anti-CD3, IL-2 HTRF, 48 h | Potency, µM (highest dose often 9.22 µM), without a hit: top-dose activation of IL-2 secretion, actives largely listed as activators | 330,000 tested, under 10 active | AID 504894, 2011; also: % of control where 0% means no effect
#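 Primary human leukocytes receive a-CD3 beads and test compound and are incubated 48 hr. Secreted IL-2 is then assayed by HTRF, measuring 665nm acceptor emission after 320nm excitation of the europium donor.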
# GALK inhibitor: qHTS Assay for Inhibitors of Human Galactokinase (GALK); P51570; Purified GALK, Kinase-Glo residual ATP luminescence; Potency, µM (highest dose often 57.5 µM), for the others: at the highest dose activity change, negative = inhibition, most hits filed as inhibitors; 0.007% of 270,000 active; AID 1868, 2009; also: potency is read from the fitted curve at half-maximal effect; % is scaled to controls: 0 for no effect and ±100 for the full control effect
#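 Human GALK (5 nM) with 35 uM ATP and 100 uM galactose in 20 mM HEPES pH 8.0, 5 mM MgCl2, 60 mM NaCl, 1 mM DTT, 0.01% BSA. After 1 h at room temperature, leftover ATP was read by Kinase-Glo Plus luminescence.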
# TSHR antag: Antagonists of the Thyroid Stimulating Hormone Receptor: HTS campaign | Thyrotropin receptor (Homo sapiens), P16473 | TSHR-expressing cells, TSH-stimulated cAMP HTRF, 2 h; hits give low values | activity change, negative = inhibition, % at 11.5 µM | 0.2% of 330,000 active;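 active = activity change below a set negative limit, meaning inhibition stronger than a set level, cut at about -70% in these data; inconclusive = activity change between two set negative limits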; also: % is scaled to controls: 0 for no effect and ±100 for the full control effect
# Target sequence (P16473 whole entry, looked up): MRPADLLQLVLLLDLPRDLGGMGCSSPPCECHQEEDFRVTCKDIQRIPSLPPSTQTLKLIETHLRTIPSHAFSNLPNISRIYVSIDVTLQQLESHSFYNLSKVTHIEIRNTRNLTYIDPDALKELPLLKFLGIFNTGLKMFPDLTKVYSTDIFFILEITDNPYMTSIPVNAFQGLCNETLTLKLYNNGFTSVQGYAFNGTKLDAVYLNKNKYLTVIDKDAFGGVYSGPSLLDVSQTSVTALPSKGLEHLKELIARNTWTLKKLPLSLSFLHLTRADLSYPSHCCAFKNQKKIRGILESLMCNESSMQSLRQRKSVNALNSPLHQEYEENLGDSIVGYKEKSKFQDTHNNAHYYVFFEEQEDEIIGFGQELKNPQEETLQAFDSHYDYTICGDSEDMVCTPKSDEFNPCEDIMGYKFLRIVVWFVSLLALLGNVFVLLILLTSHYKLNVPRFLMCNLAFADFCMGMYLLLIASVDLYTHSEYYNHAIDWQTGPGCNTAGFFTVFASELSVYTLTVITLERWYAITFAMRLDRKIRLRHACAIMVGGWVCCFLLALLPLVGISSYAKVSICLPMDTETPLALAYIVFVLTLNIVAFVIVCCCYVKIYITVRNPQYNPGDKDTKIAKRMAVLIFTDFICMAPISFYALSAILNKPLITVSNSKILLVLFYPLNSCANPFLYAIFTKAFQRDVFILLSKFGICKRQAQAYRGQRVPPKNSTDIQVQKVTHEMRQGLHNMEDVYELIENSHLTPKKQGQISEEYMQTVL
#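 Competitive HTRF cAMP read-out (cryptate anti-cAMP antibody, cAMP-d2; 30 min, room temperature) in freshly harvested TSHR cells. Compounds added before TSH at EC80 (4nM final), followed by 2 hours' incubation at 37 deg C.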
# Tb PFK block: qHTS Assay to Find Inhibitors of T. brucei phosphofructokinase | T. brucei PFK, ADP-Glo luminescence | Potency, µM (titrated, usually from 57.5 µM), for the others: at the highest dose activity, negative = inhibition, usual class: inhibitors | 0.17% of 330,000 active | AID 485367, 2010;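 also: potency is read from the fitted curve at half-maximal effect; 0% = uninhibited 1x PFK enzyme wells and -100% = no-enzyme wells; nearly all actives have a fitted effect of over 60% in size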
#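 ADP-Glo luminescence quantified ADP after 45 min at room temperature, with 1.25 nM T. brucei PFK, 0.1 mM ATP and 0.5 mM fructose-6-phosphate in pH 8.0 TEA buffer. qHTS titrations up to 57 µM; curves classified by quality.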
# An asterisk follows results filed as active; i = inactive; ? = inconclusive; . = not tested or not shown; [ ] = remark or other dose. Unless noted, calls follow the shape of the dose curve; as a rule, active = well fitted curve in the direction sought with a large enough effect; inconclusive = small, poorly fitted or top-dose-only effect, or another doubt; inactive = no such curve, though single readings can be large; an effect the other way counts as inactive or inconclusive. An unsorted share of the library; any-hit rate near 1.6%.
SMILES,hERG WT inh,CXXC DNA block,A-T KAP1 phos,FBPA coupling cs,Giardia killer,BCR signal inh,TCR act,GALK inhibitor,TSHR antag,Tb PFK block
CN1C(=O)C2(OCCCO2)c2cc(Cl)ccc21,-4.9,-1.1%,0.2%,1.4,-1.9,-0.2%,0.6%,5.3%,3.9,1.2%
C/C(=N\NC(=O)c1cc(-c2cccs2)nc2ccccc12)c1ccccn1,1.5,8.1%,4.7%,-1.1,-5.1,?,8.3%,-2.4%,-0.8,0.7%
C#CCOCCOCCOCCNc1nc(N2CCN(C(=O)[C@H](CCC(=O)O)n3cc(C(N)CO)nn3)CC2)nc(N2CCN(C(=O)[C@H](Cc3ccc(O)cc3)n3cc(C(N)CC(C)C)nn3)CC2)n1 (some centres not stated),.,-5.3%,-7.7%,5.6,.,4.0%,.,-1.3%,-3.1,0.8%
COCCCn1c(SCC(=O)NC2CCS(=O)(=O)C2)nnc1-c1ccc(Cl)cc1 (configuration not stated),2.4,.,8.5%,.,-25.2,3.3%,2.0%,.,46.5,-6.1%
CC(C)c1ccccc1-n1c(SCC(=O)N2CCN(c3ccccc3)CC2)nnc1-c1cccnc1,-11.8,-1.4%,-3.5%,4.8,-5.3,9.5%,-0.9%,3.4%,-12.1,-12.4%
CCC(O)CNc1nc(-n2nc(C)cc2C)nc2sc3c(c12)CC(C)(C)OC3 (configuration not stated),1.3,-9.0%,-8.6%,3.9,-19.4,-2.4%,-0.1%,3.7%,-0.9,1.8%
Cc1nn(C)c(C(=O)Nc2ccc(Br)cc2F)c1Br,-7.9,5.8%,7.5%,4.8,-2.3,?,3.8%[46.1 µM],0.3%,20.9,-3.4%
COc1ccc2cc(OC)c(C(=O)N3CCOCC3)cc2c1,4.4,1.9%,1.1%,-0.5,-7.4,?,-3.0%,-1.7%,-9.4,1.0%
CC(=O)C1=C(O)C(=O)N(c2nccs2)C1c1ccccc1F (configuration not stated),-2.9,-9.1%,9.1%,-10.5,-9.6,0.2%,10.3%,.,8.5,-0.7%
O=c1c2ccccc2nc2n1CC/C2=C/N1CCN(c2cccc(C(F)(F)F)c2)CC1,13.0,8.6%,9.5%,-25.2,9.6,-0.3%,-2.7%,4.7%,-13.5,-14.4%
Cc1c(-c2cccc(NC(=O)c3ccco3)c2)nc2ncccn12,-8.3,-4.5%,8.9%,-1.4,-4.0,?,-5.0%,-1.2%,7.3,0.7%
COc1ccc(OCC(=O)N2CCN(C(=O)c3ccc(F)cc3)CC2)cc1,-12.5,16.4%,4.7%,0.8,?,2.3%,4.8%,-4.2%,-0.6,1.3%
CC(C)c1nc(SCC(=O)Nc2ccc3c(c2)OCCO3)c2c(=O)n(C)c(=O)n(C)c2n1,7.2,5.4%,0.4%,7.5,13.8,0.3%,0.4%,2.1%,-4.4,0.2%
COc1ccc(NC(=O)c2ccc(NC(=O)CN3CCC(C(N)=O)CC3)cc2)cc1,-3.5,.,1.3%,.,4.9,-8.6%,-1.6%[46.1 µM],.,19.7,-3.4%
Cc1ccc2c(c1)nnn2C1CCN(CC(=O)NCc2ccccc2F)CC1,i,-10.4%,-1.4%,1.6,19.2,-2.4%,0.5%,-0.5%,12.8,-1.9%
Cc1ccccc1-n1nc2c(c1NC(=O)c1cccs1)CS(=O)(=O)C2,8.6,-5.7%,-4.5%,.,-18.0,0.6%,-3.7%,-4.3%,-5.3,-5.3%
COc1cccc(NC(=O)CN2C(=O)c3cccnc3Oc3ccc(Cl)cc32)c1,-4.7,.,5.1%,0.1,-4.5,?,1.4%,.,1.4,0.3%
CC1=C(C(=O)OC2CCCCC2)C(c2ccc(C)o2)C2=C(CC(C)(C)CC2=O)N1 (configuration not stated),0.8,9.2%,-1.4%,1.2,8.2,-2.1%,-4.0%,-2.2%,1.3,4.2%
O=C(COc1ccc(Cl)cc1Cl)N(C1CCCCC1)C1CCS(=O)(=O)C1 (configuration not stated),2.4,.,3.9%,.,-11.3,-11.9%,5.4%,.,11.5,7.4%
CCOC(=O)c1cc(-c2cc(OC)c(OC)c(OC)c2)nc2c1c(=O)[nH]c(=O)n2Cc1ccccc1,1.9,2.4%,-2.0%,-3.7,-26.3,-5.2%,5.7%,3.3%,-0.1,-3.9%
CC(C)(C)CN1CCN(CCCc2ccccc2)C(CCO)C1 (configuration not stated),14.1,0.4%,3.0%,2.4,12.0,4.7%,-1.3%,1.5%,15.7,-4.2%
CCOC(=O)CSc1cc(CSc2ccccc2)nc(-c2ccccc2)n1,1.0,-0.7%,6.5%,-3.3,3.5,?,6.9%,2.0%,-9.6,-11.4%
Cc1noc(C)c1C(=O)Nc1nc2ccc(Cl)cc2s1,-44.6,-6.8%,2.8%,.,-9.5,?,3.6%,6.7%,-21.8,-1.8%
COc1ccc(Br)c(/C=N/NC(=O)COc2ccc(-c3ccccc3)cc2)c1,-0.3,5.8%,.,-0.4,3.3,.,-4.3%,2.6%,.,.
Cc1ccc(C(=O)C(C)OC(=O)C2CCN(c3ccc(C(F)(F)F)cn3)CC2)cc1C (configuration not stated),1.5,.,4.4%,.,36.4[activator],-4.8%,4.9%,.,16.0,-3.9%
# Following part.
SMILES,hERG WT inh,CXXC DNA block,A-T KAP1 phos,FBPA coupling cs,Giardia killer,BCR signal inh,TCR act,GALK inhibitor,TSHR antag,Tb PFK block
CCCn1c(C(C)NC(C)=O)nc2ccccc21 (configuration not stated),-2.2,-0.3%,0.2%,2.1,7.3,3.4%,4.2%,0.6%,8.7,0.4%
Cc1ccc(-n2ncc3c(=O)n(CC(N)=O)cnc32)cc1C,12.2,1.4%,-2.3%,1.3,17.8,8.6%,-0.2%,3.1%,18.9,3.2%
CCOC(=O)C1CCCN(C(=O)Nc2cccc(Cl)c2)C1 (configuration not stated),-9.5,4.1%,2.4%,-6.6,9.9,9.0%,-1.5%,0.4%,-6.7,9.2%
COc1ccc(NCc2nnc(SCc3ccccc3)n2-c2ccc(OC)cc2)cc1,-5.1,-3.9%,1.0%,3.9,19.5,-0.5%,9.8%,-2.5%,-2.1,7.8%
CSc1nc2ccccc2s1,-2.7,3.8%,6.6%,-0.8,-1.6,?,-2.1%,.,5.0,1.5%
CCOC(=O)c1c(C)[nH]c(C(=O)CN2C(=O)NC(C)(CC(C)C)C2=O)c1C (configuration not stated),2.9,3.7%,-4.0%,1.1,24.9,5.8%,-0.4%,0.6%,1.1,0.5%
CCOc1ccc2ncc(C(=O)c3ccc(OC)cc3)c(N3CCN(CC)CC3)c2c1,?,3.0%,-3.3%,3.4,0.2,-0.4%,-0.2%,5.9%,-4.3,-2.3%
O=C(Cc1cccs1)NNC(=S)NCc1ccc(Cl)cc1,-7.3,9.5%,1.0%,0.1,-2.1,-2.5%,2.4%,-0.9%,-2.3,-9.4%
COc1ccccc1-n1c(SCC(=O)Nc2ccccc2F)nc2[nH]ncc2c1=O,-25.1,4.5%,0.1%,0.6,9.7,?,0.3%,3.0%,-4.5,3.1%
CCCCn1c(SC(C)C(=O)c2ccc(OC)cc2)nc2cc(S(N)(=O)=O)ccc21 (configuration not stated),2.4,-3.0%,0.7%,.,10.7,-0.5%,0.4%,-0.9%,10.4,1.4%
CCN(CC)CCNc1nc(-c2ccc(OC(F)F)cc2)c(C)s1,26.4,-4.5%,-6.4%,0.0,-6.9,-4.2%,5.3%,-3.0%,-2.8,0.7%
CN(C)c1ccc(/C=N/NC(=O)c2ccc(Cn3cc(Br)cn3)o2)cc1,9.3,0.6%,-5.7%,0.7,26.7,?,1.3%[46.1 µM],.,12.4,-8.2%
COC(=O)c1ccccc1NC(=O)c1ccc(COc2cccc3ccccc23)o1,0.2,23.4%,1.7%,-26.2,7.1,?,-6.7%,0.0%,8.6,-2.6%
COc1ccccc1NC(=O)Cc1nnc(SCC(=O)Nc2ccccc2F)n1C,-9.2,4.0%,0.4%,-2.3,-4.4,-0.1%,5.5%,-0.7%,1.5,0.0%
CCOC(=O)c1c(NC(=O)C2C3C=CC(C3)C2C(=O)O)sc2c1CCCC2 (configuration not stated),-8.3,4.5%,-3.9%,12.1,-11.9,5.9%,-2.8%,-1.9%,-3.1,3.1%
